N370S GC: qHTS Assay for Inhibitors and Activators of N370S glucocerebrosidase as a Potential Chaperone Treatment of Gaucher Disease | N370S GC spleen homogenate, 4MU-glucoside fluorescence | Potency, µM (titrated, usually from 59.4 µM), for inactives: at the highest dose activity change, negative = inhibition, usual class: inhibitors | 330,000 compounds, 0.092% hits | AID 2101, 2009;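 note: 0% = full enzyme activity and -100% = no enzyme basal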
FEN1 inhibitor: qHTS Assay for the Inhibitors of Human Flap endonuclease 1 (FEN1); P39748; Recombinant FEN1 flap cleavage, fluorescence, 15 min; Potency, µM (titrated, usually from 114 µM), for inactives: top-dose activity change, negative = inhibition, hits mostly inhibitors; 390,000 compounds, 0.35% hits; note: nearly all actives have a fitted effect of over 65% in size
Target sequence (P39748 whole entry, looked up): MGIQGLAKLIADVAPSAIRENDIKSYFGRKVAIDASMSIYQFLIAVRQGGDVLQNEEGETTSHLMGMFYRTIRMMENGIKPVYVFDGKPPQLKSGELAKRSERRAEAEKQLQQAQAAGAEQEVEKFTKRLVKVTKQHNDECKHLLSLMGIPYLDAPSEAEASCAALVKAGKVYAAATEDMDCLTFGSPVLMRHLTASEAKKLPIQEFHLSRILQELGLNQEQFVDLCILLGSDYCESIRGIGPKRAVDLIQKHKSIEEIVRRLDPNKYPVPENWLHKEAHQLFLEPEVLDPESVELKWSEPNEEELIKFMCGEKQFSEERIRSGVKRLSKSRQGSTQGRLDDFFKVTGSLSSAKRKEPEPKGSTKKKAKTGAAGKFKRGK
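Read-out was taken twice, immediately and after 15 min, following addition of 50 nM substrate to 10 nM FEN1 that had sat with test compound for 15 min at room temperature. Curves came from a four-parameter Hill model.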
TDP1 inh: qHTS Assay for Inhibitors of Tyrosyl-DNA Phosphodiesterase (TDP1); recombinant TDP1, AlphaScreen DNA substrate cleavage; Potency, µM (series often up to 130 µM), inactives show at the top dose activity change, negative = inhibition, usual class: inhibitors; 350,000 compounds, 0.28% hits; AID 485290, 2010; note: nearly all actives have a fitted effect of over 40% in size
Target sequence (Q9NUW8 whole entry, looked up): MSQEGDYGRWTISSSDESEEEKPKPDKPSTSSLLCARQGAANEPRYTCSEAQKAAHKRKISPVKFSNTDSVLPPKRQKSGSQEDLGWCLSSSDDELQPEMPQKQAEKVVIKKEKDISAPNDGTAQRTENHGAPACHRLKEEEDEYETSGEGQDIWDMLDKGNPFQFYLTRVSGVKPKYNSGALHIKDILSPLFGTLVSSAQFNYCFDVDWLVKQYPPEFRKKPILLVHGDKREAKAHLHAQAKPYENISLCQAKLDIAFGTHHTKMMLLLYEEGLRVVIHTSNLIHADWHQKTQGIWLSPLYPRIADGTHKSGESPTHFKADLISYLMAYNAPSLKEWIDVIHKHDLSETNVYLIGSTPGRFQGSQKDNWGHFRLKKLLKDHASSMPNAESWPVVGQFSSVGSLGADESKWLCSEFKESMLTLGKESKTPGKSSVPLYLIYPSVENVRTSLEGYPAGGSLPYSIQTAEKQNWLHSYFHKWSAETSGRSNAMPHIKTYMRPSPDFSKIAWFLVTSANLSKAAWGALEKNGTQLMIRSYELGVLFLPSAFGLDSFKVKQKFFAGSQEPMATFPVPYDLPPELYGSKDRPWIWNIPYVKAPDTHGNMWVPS
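Recombinant E. coli-expressed Tdp1 (1 nM) preincubated with compound 15 min at RT, then 5'-biotin/3'-phosphotyrosine-FITC DNA substrate (15 nM) added for 5 min. AlphaScreen beads (10 ug/ml) added, 10 min RT; tyrosine-FITC cleavage read as signal loss.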
Numbers without * were called inactive; ? = inconclusive; . = no result given; & = joins results of further samples; [ ] = dose if it differs, or a comment. Calls come from the whole dose curve; as a rule, active = well fitted curve in the direction sought with a large enough effect; inconclusive = small, poorly fitted or top-dose-only effect, or another doubt; inactive = no such curve, though single readings can be large; an effect the other way counts as inactive or inconclusive. Unless noted, % is set by controls: 0 for no effect and ±100 for the full control effect; potency is the fitted concentration of half-maximal effect.

N370S GC	FEN1 inhibitor	TDP1 inh	Molecule
13%	-21%	6%	CC(C)(C)OC(=O)NCCCCC1=CC2=CC(=O)C(C)(O)C(=O)C2=CO1 (configuration not stated)
7%	-13%	1%	CCOC(=O)c1c(-c2ccccc2)nc2cc(C)ccn12
-6%	11%	5%	COC(=O)C1=C(O)/C(=C\c2cc(C)n(-c3ccc(F)cc3)c2C)N=C1C
-1%	14%	0%	Cn1ccc(C(=O)OCC(=O)Nc2cccc(Cl)c2)n1
1%	-8%	6%	O=C(Nc1ccc2c(c1)OCO2)c1cc2n(n1)C(C(F)(F)F)CC(c1ccccc1)N2 (configuration not stated)
-8%	8%	3%	Cc1ccc(-c2cc(C(=O)N/N=C/c3ccccc3O)n[nH]2)o1
21%	.	-5%[56.1 µM]	COc1c2ccccc2nc2occc12
.	-1%	1%	CC[C@@H]1C=C(C(=O)O)[C@H](c2ccc(Br)cc2)N1S(=O)(=O)c1ccc(C)cc1
2%	0%	0%	O=C(CSc1nnnn1-c1cccc2c1CCCC2)NC1CCCC1
.	2%	11%	COc1ccc(CCNC(=O)c2c3c(nc4ccccc24)C(=O)N(C2CCCCC2)C3)cc1OC
5%	12%	6%	O=C(CN1CCc2ccccc21)NN1CC(=O)N(c2ccccc2)CC1=O
2%	.	9%[56.1 µM]	Cc1noc(C)c1-c1nccc(N2CCNCC2)n1
.	18%	0%	CCc1cnc2c(c1SCC(=O)Nc1ccc(Cl)cc1)c(=O)n(C)c(=O)n2C
17%	11%	.	C=CCNC(=S)N/N=C/c1cn(C)c2ccccc12
-15%	-7%	2%	COc1cc(-c2ccc(NC(=O)CN3CCC(C)CC3)c(OC)c2)ccc1NC(=O)CN1CCC(C)CC1
5%	-2%	.	CCOC(=O)c1sc(N/N=C/c2ccc(N(C)C)cc2)nc1C
2%[12.8 µM]	?	?	COC(=O)CCC(=O)OC1(C)C(=O)C=C2C=C3CCCN3C=C2C1=O (configuration not stated)
13%	-13%	11%	O=C(CN1C(=O)C(=O)c2ccccc21)NCCc1ccccc1
-10%	-3%	.	O=C(Nc1ccccc1NC(=O)c1ccccc1F)c1ccccc1F
?	-3%	3%	O=C(COc1ccccc1O)Nc1ccc(Cl)cc1

(next part)
N370S GC	FEN1 inhibitor	TDP1 inh	Molecule
.	-16%	5%	COc1ccccc1N1CCN(C(CNC(=O)C(=O)NCc2cccnc2)c2cccnc2)CC1 (configuration not stated)
.	19%	2%	Cc1nc(C)c(-c2ccc(SCC(=O)Nc3ccc(C)c(F)c3)nn2)s1
-2%	-7%	0%	Cc1ccccc1CN(C)CC(=O)Nc1ccccc1-c1ccccc1
13%&3%	.	2%&3%	COc1cccc([C@@H]2Oc3ccc(OC)cc3C(=O)[C@H]2OC(=O)N[C@H](C)C2CCCCC2)c1
9%	1%	-1%	O=C(NCC1CCCO1)C1CCC(=O)N1Cc1ccc(F)cc1 (configuration not stated)
3%	5%	1%	O=C(CCCn1c(=O)[nH]c2cc(Cl)ccc2c1=O)NCCCN1CCCC1
4%	-5%	2%	O=C1CCCC2=C1C1(CCCCC1)N=C(Nc1nc3ccccc3s1)N2
-8%	-1%	-14%	COc1cccc(-c2nn[nH]n2)c1O
-18%	18%	0%	CN1CCN(C(=S)SCc2nc(N)nc(Nc3ccc(F)cc3)n2)CC1
8%	-6%	2%	O=S(=O)(c1ccccc1)c1nc(-c2ccco2)oc1Nc1ccccc1
-17%	-12%	5%	C=CCOn1c(=O)c(-c2ccc(OC)c(OC)c2)[n+]([O-])c2ccccc21
.	0%	-2%	CC1(NC(=O)c2cc(Cl)nc3ccccc23)CCS(=O)(=O)C1 (configuration not stated)
1%	-2%	3%	O=C(/C=C\Nc1cccc(F)c1)c1ccc2c(c1)OCO2
?	14%	1%	Cc1ccc(Nc2cnn(C34CC5CC(CC(CC(=O)O)(C5)C3)C4)c(=O)c2Cl)c(Cl)c1
-9%	9%	7%	Cc1ccc(NC(=O)CCc2c[nH]c3ccccc23)nc1
4%	-8%	-1%	Cc1ccc(NC(=O)CSc2nc3c(c(=O)[nH]2)CN(Cc2ccc(F)cc2)CC3)cc1C
6%	.	-5%	Clc1cccc(-c2cc3nc4c(c(N5CCNCC5)n3n2)CCCC4)c1
2%	-15%	-3%	Cc1cc(C)cc(NC(=O)Nc2cnccn2)c1
7%	-1%	2%	c1ccc2c(c1)ncn2-c1ncnc2sc3c(c12)CCCC3
1%	3%	.	CCOC(=O)C1CCN(C(=O)Nc2ccc(OC(F)(F)F)cc2)CC1

Sorted by SMILES length (rising): some entries from above.
N370S GC	FEN1 inhibitor	TDP1 inh	Molecule
-9%	9%	7%	Cc1ccc(NC(=O)CCc2c[nH]c3ccccc23)nc1
.	0%	-2%	CC1(NC(=O)c2cc(Cl)nc3ccccc23)CCS(=O)(=O)C1 (configuration not stated)
6%	.	-5%	Clc1cccc(-c2cc3nc4c(c(N5CCNCC5)n3n2)CCCC4)c1
13%&3%	.	2%&3%	COc1cccc([C@@H]2Oc3ccc(OC)cc3C(=O)[C@H]2OC(=O)N[C@H](C)C2CCCCC2)c1

Remaining list, next part
N370S GC	FEN1 inhibitor	TDP1 inh	Molecule
.	-6%	1%	CCC1(c2ccc(F)cc2)NC(=O)N(CC(=O)N2CCN(C(=O)c3ccco3)CC2)C1=O (configuration not stated)
5%	6%	0%	O=C(C1CCCC1)N1CCC(CO)(Cc2ccccc2Cl)CC1
-3%	-2%&-1%	8%&7%	Cc1nn(-c2ccc(N3CCOCC3)nn2)c(C)c1CCC(=O)NCc1ccc(F)cc1
5%	-3%	5%	Cc1ccc(-c2c3c(=O)n(C)c(=O)n(C)c3cn2Cc2ccccc2)cc1
-6%	-6%	-3%	Cc1cc(Nc2cc(C(=O)O)ccc2C)n2ncnc2n1
.	2%	5%	Cc1cc(C)cc(NC(=O)C2CCCN(C(=O)c3cnn(-c4ccccc4)c3-n3cccc3)C2)c1 (configuration not stated)
.	-7%	2%	Cc1nc2nc(NC(=O)CC(C)C)[nH]n2c(=O)c1Cc1ccccc1
0%	-12%	3%	Nc1c(C(=O)NC2CCCC2)c2nc3ccccc3nc2n1/N=C/c1ccco1
0%	-8%	3%	O=C(COC(=O)Cc1ccc(Cl)cc1Cl)Nc1ccc(OC(F)F)cc1
3%	-3%	-4%	CC(C)c1ccc(NC(=O)c2cccnc2)cc1
-2%	-5%	.	COC(=O)C(C)Sc1nc2c(cnn2-c2ccc(Cl)cc2)c(=O)[nH]1 (configuration not stated)
5%	-14%	6%	O=C(/C=C/c1ccco1)NC(=S)Nc1cccc(-c2nc3ccccc3o2)c1
.	12%	-2%	COc1ccc(CCNC(=O)COc2ccc3c(C)cc(=O)oc3c2)cc1
4%	7%	11%	Cc1c(NC(=O)c2cn3ccccc3n2)cccc1-n1cnnn1
.	-9%	2%	O=C(CSc1ncnc2sccc12)NCc1ccc2c(c1)OCO2
-1%	2%	4%	COC(=O)Nc1nnc(CC(=O)Nc2ccccc2C)s1
.	-12%	1%	COc1cc(OC)cc(-c2c(-c3ccc(F)cc3)c3cc(-c4ccc5c(c4)OCCO5)ccc3n2C)c1
-5%	-10%	1%	CCOC(=O)C1=C(O)C(=O)N(C2CCCCC2)C1
13%	-10%	.	O=[N+]([O-])c1ccc2c(c1)ncn2CCc1ccccc1
-7%	2%	4%	CCOC(=O)CN1C(=O)S/C(=C/c2ccco2)C1=O

An excerpt of these results, field by field:
canonical_smiles: Nc1c(C(=O)NC2CCCC2)c2nc3ccccc3nc2n1/N=C/c1ccco1
  N370S GC: 0%
  FEN1 inhibitor: -12%
  TDP1 inh: 3%

canonical_smiles: O=C(COC(=O)Cc1ccc(Cl)cc1Cl)Nc1ccc(OC(F)F)cc1
  N370S GC: 0%
  FEN1 inhibitor: -8%
  TDP1 inh: 3%

canonical_smiles: CC(C)c1ccc(NC(=O)c2cccnc2)cc1
  N370S GC: 3%
  FEN1 inhibitor: -3%
  TDP1 inh: -4%

canonical_smiles: COC(=O)C(C)Sc1nc2c(cnn2-c2ccc(Cl)cc2)c(=O)[nH]1 (configuration not stated)
  N370S GC: -2%
  FEN1 inhibitor: -5%
  TDP1 inh: .

The list continues:
N370S GC	FEN1 inhibitor	TDP1 inh	Molecule
-4%	-4%	3%	CC(C)CN1CCNC(=O)C1CC(=O)NCCc1ccc(C(F)(F)F)cc1 (configuration not stated)
-2%	-15%	8%	c1ccc(Cn2nnnc2C(c2cccnc2)N2CCN(C3CCCCC3)CC2)cc1 (configuration not stated)
.	-2%	8%	COC(=O)c1ccc(NC(=O)CSc2ncc3c(n2)-c2cc(Cl)ccc2N(Cc2ccccc2)S3(=O)=O)cc1
-9%	11%	7%	COc1cccc(CN2CCN(C(=O)c3cccc(OC)c3)CC2)c1
?	-3%	0%	CCCCn1c(CNC(=O)Cc2ccccc2)nc2ccccc21
11%	0%	-3%	COc1cccc(/C=C/C(=O)NCCc2ccc(OC)c(OC)c2)c1
-9%	0%	8%	COc1ccc(CCN2C(=O)CC(Nc3ccc(N4CCOCC4)cc3)C2=O)cc1OC (configuration not stated)
-3%	-2%	.	COc1ccc(NC(=O)CCOc2ccc(C)cc2)c(OC)c1
.	3%	1%	Cc1ccc(OCCC(=O)Nc2ccc3c(c2)OCO3)cc1
?	.	8%	C#CCOCCOCCOCCNc1nc(N2CCN(C(=O)[C@H](Cc3ccc(O)cc3)n3cc([C@@H](N)C(C)CC)nn3)CC2)nc(N2CCN(C(=O)[C@H](Cc3cc4ccccc4[nH]3)n3cc([C@@H](N)Cc4ccc(O)cc4)nn3)CC2)n1 (some centres not stated)
8%	21%	6%	CC(C)c1ccc(NC(=O)NN2CCOCC2)cc1
3%	-7%	8%	O=C(CCC1CCCN(C(=O)c2ccc3cc[nH]c3c2)C1)NCc1ccc(F)c(F)c1 (configuration not stated)
-15%	3%	1%	O=[N+]([O-])c1c(NCc2ccco2)ccc2nonc12
-1%	2%	6%	COCCCN1C(=O)C(=O)/C(=C(/O)c2ccc(S(=O)(=O)N3CCOCC3)cc2)C1c1ccc(C)cc1 (configuration not stated)
0%	-2%	0%	Cc1ccc(C)c(OCC(=O)Nc2ccccc2C(=O)NC2CC2)c1
14%	1%	.	O=c1[nH]c2ccc(Cl)cc2c(-c2ccccc2)c1[N+](=O)[O-]
4%	1%	-1%	COC(=O)c1c(N2C(=O)CC(Sc3ccccc3C(=O)O)C2=O)sc(C)c1C (configuration not stated)
5%	-5%	7%	Cc1ccc(C(=O)COC(=O)c2ccc(O)cc2)cc1
8%	-6%	6%	Cc1cc(=O)[nH]c(/N=C(\N)Nc2ccc3c(c2)OCCO3)n1
-12%	-11%	4%	COc1ccc(CC(=O)Nc2ccccc2N2CCCC2)cc1

Next entries:
N370S GC	FEN1 inhibitor	TDP1 inh	Molecule
3%	.	17%	COc1ccc(OC)c(-c2nnc3n2N=C(c2ccccc2OC)CS3)c1
-10%	-10%	2%	O=C(c1cc(-c2ccccc2)on1)N1CCN(Cc2ccc3c(c2)OCO3)CC1
-4%	0%	3%	CCOC(=O)/C=c1\s/c(=C\c2ccc(C#N)cc2)c(=O)n1CC(=O)Nc1cccc(C)c1C
.	-4%	-1%	CC(C)NC(=S)Nc1ccc2cn[nH]c2c1
3%	6%	1%	COc1ccc(NC(=O)c2cc(SC)ccc2Cl)cc1
5%	-8%	5%	COc1ccc(Cl)cc1-c1n[nH]c(=S)n1C1CCCCC1
-10%	14%	0%	O=C(O)CCC(=O)N1N=C(c2c(-c3ccccc3)c3cc(Cl)ccc3[nH]c2=O)CC1c1cccs1 (configuration not stated)
-2%	-14%	-4%	COc1ccc(C2=NOC(C(=O)NCc3cccs3)C2)cc1 (configuration not stated)
9%	5%	6%	CCCCC(=O)N/N=C/c1sccc1C
3%	7%	.	COc1cc(Cc2cc(N)nc(N)n2)cc(OC)c1OC
.	-7%	-1%	O=c1n(Cc2cccc(F)c2)c2ccccc2c2nc(-c3ccccc3)nn12
11%	-8%	-1%	CCN(CC)c1ccc(NC(=O)CSc2nc3ccccc3c(=O)n2-c2cc(S(=O)(=O)N(C)C)ccc2C)cc1
0%	-8%	8%	CN(C)/C=C1\SC(=S)N(N2C(=O)C3C4C=CC(C4)C3C2=O)C1=O (configuration not stated)
1%	8%	.	CCc1cc(=O)oc2c(C)c(O[C@@H]3O[C@H](CO)[C@@H](O)[C@H](O)[C@H]3O)ccc12
-35%	-2%	.	Nc1nc2ccccc2n1Cc1ccc(Cl)c(Cl)c1
-9%	7%	.	CCCCC(=O)NC(c1ccccc1Cl)c1ccc2cccnc2c1O (configuration not stated)
